# T cell HTS – T cell immune modulation candidate | 2C CD8+ T cell-vesicle binding, flow cytometry; active compounds read low | calls only at 7 µM | 330,000 tested, 0.068% active | AID 2052;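 active means response, share of CD8 T cells binding vesicles, and their 90th percentile fluorescence all below set limits, cut at about 80% in these data, passing the limit was not always enough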
#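 Also added: QL9-peptide-loaded Drosophila micro-vesicles bearing Ld, ICAM-1 and B7-1; Test system: purified 2C TCR transgenic mouse naive CD8+ T cells; Measured by: cytometric PE anti-B7-1 and Alexa647 anti-CD8 signals after 1% paraformaldehyde fixation; Timing: binding step 1.5 h, 37 °C, antibody labelling 20 min, ice.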
# bCat nuc transl – modulators of beta-catenin nuclear translocation. HeLa beta-catenin nuclear translocation, immunofluorescence imaging. 190,000 tested, 0.3% active. nuclear translocation activity, % at 5 µM;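 active means nuclear translocation activity above 50% at 5 µM, with a well cell count of 50 or more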;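 further: per-cell ratio of nuclear to cytoplasmic median beta-catenin stain intensity; plate controls were DMSO negative control for no effect and GSK-3 inhibitor IX positive control for full effect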
#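 System: Human HeLa cells, endogenous beta-catenin | Compound dosing: 5 µM primary, 0.02–20 µM confirmation | Timing: 24 h compound exposure at 37°C, 5% CO2 | Measured by: Fluorescence imaging of beta-catenin antibody stain plus DAPI | Read-out basis: % activation of per-cell nuclear versus cytoplasmic median beta-catenin signal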
# PMI inhibitors – inhibitors of human PMI, primary screen, biochemical, fluorescence intensity, coupled assay (AID 1209); purified PMI enzyme, coupled fluorescence intensity; higher % means a stronger effect; 190,000 tested, 0.42% active; one-dose inhibition, % at 20 µM; IC50 in µM for titrated hits;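 further: plate controls were DMSO vehicle for no effect and wells lacking substrate for full effect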
# MT stabilizer – microtubule stabilizers in HeLa cells | HeLa tubulin immunostaining HCS, 24 h; share of cells brighter than vehicle mean+2SD | % tubulin-high responders, % at 10 µM | 200,000 tested, 0.83% active;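 active means plate Z-score above 3 for both tubulin-high and condensed-nucleus cell shares, with cell loss under 80%, at 10 µM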;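 further: anti alpha tubulin signal scored within the nucleus-defined area of each cell; some results filed as inactive read as strong as hits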
# Hep lipid drop – modulators of hepatic lipid droplet formation. AML12 mouse hepatocytes, oleate lipid droplets, BODIPY imaging. inhibition, % at 6.5 µM. 240,000 tested, 0.4% active;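 active means lipid droplet intensity inhibited by at least 50%, with more than 500 cells counted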
#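 Assay system: AML12 hepatocytes (mouse); Probe or stimulus: oleic acid at 100 µM to induce lipid droplet formation; Dosing: compound at 6.5 µM only; Schedule: compound with oleate, overnight; Detection: fluorescence imaging, 20x objective, two fields per well; Measure: % inhibition of lipid droplet signal.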
# TNAP activation fold – human TNAP enzyme activators, primary screen, biochemical, luminescent, no phosphate acceptor, uHTS (AID 1001) | activation fold at 20 µM, or EC50 in µM where a hit was titrated | purified TNAP, luminescent activation assay, no phosphate acceptor; higher activation fold means a stronger effect | 200,000 tested, 0.03% active; in the data active means activation fold from about 3, or a potency from the dose series; inactive means the rest, 99 in 100 with activation fold below about 1.6; further: many of its hits are not listed in these tables
# human PMI inhibitors – human PMI inhibitors, high substrate, primary screen, biochemical, fluorescence intensity, high mannose 6-phosphate (AID 1220); recombinant PMI enzyme, coupled fluorescence intensity; higher % means a stronger effect; inhibition, % at 20 µM, or IC50 in µM where a hit was titrated; 190,000 tested, 0.66% active
# Autophagy mod – modulators of autophagy | MEF GFP-LC3 puncta imaging; test concentration mostly 10 µM | calls only at 10 µM (by protocol) | 190,000 tested, 0.98% active | AID 463193;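 active means percentage of spot-positive cells more than 3 SD above its plate mean, without a fluorescence outlier flag or 80% toxicity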;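 further: spot-positive cell cutoff set from DMSO-treated cells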
# Insulin prom up – MIN6 insulin promoter up-regulation. z-score at 5 µM. MIN6 insulin promoter-GFP reporter, high-content imaging; active compounds read high. 190,000 tested, 0.3% active;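 active means z-score above 3 at 5 µM with at least 500 cells counted in the well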
# Insulin prom up cell count – further read-out of Insulin prom up, marked with its call; cell count; measured here: cytotoxicity, nuclei count;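 total cells summed across four imaged fields per well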
# Hep lipid drop cells 6.5 µM – recorded beside Hep lipid drop, whose call it bears; cell count; measured here: cell count, cytotoxicity flag;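 cells counted across two imaged fields per well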
# bCat nuc transl cell count 5 µM – also measured in bCat nuc transl; calls as there; cell count; measured here: cell count, cytotoxicity flag
# T cell HTS vesicle-bound % – also measured in T cell HTS; calls as there; double positive events, %; measured here: CD8+ vesicle-bound cell fraction;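 binding gate set so that unloaded-vesicle control wells show 10% double positive cells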
# MT stabilizer Hoechst-high % – second read-out of MT stabilizer, no call of its own (marks repeat the call); % Hoechst-high responders; measured here: nuclear condensation Hoechst responders;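 share of cells brighter than vehicle mean plus two SD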
# MT stabilizer cytotoxicity % – recorded beside MT stabilizer, whose call it bears; toxicity, %; measured here: cytotoxicity by cell density;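 0% = mean cell density of plate MIN control wells and 100% = no cells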
# Autophagy mod cell loss 18 h – further read-out of Autophagy mod, marked with its call; toxicity, %; measured here: cell loss, nuclei count;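 cell loss after 18 h compound exposure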
# Active calls of the source: *; i = inactive; nt = no result given. Unless noted, no stated cut-off is given here; in the data, active means inhibition above about 50%; inactive means the rest.
SMILES,T cell HTS,T cell HTS vesicle-bound %,bCat nuc transl,bCat nuc transl cell count 5 µM,PMI inhibitors,MT stabilizer,MT stabilizer Hoechst-high %,MT stabilizer cytotoxicity %,Hep lipid drop,Hep lipid drop cells 6.5 µM,TNAP activation fold,human PMI inhibitors,Autophagy mod,Autophagy mod cell loss 18 h,Insulin prom up,Insulin prom up cell count
CCc1nc(C)ccc1OCC(=O)N1CCc2c([nH]c3ccccc23)C1c1ccccn1 (stereo not given),i,14,-1.6,1085,7%,1.5,2.1,9.7,-27,713,1.2,4%,i,9,-0.94,1664
O=C(CSc1ncn(-c2ccccc2)n1)NCc1ccccc1,i,57,nt,nt,7%,1.5,2.2,25,-7,796,1.1,-2%,i,-3,-0.4,1221
CCOC(=O)C(NC(=O)CC)C(O)c1cccc([N+](=O)[O-])c1 (stereo not given),i,32,-2.0,1048,16%,1.5,1.5,5.6,1,714,1,18%,i,21,0.03,1709
CCOCCCNS(=O)(=O)c1ccc(NC(=O)CN2C(=O)c3ccccc3C2=O)cc1,i,34,4.5,864,4%,1.0,1.3,2.8,-8,605,1.1,8%,i,15,0.76,1603
CCCN(CCC)c1nc(N)nc(-c2cc(Cl)ccc2OC)n1,i,38,-0.4,1068,19%,1.8,1.9,11,-13,608,1.1,16%,i,-4,nt,nt
CNC(=S)NNC(=O)c1cccn(Cc2ccc(Cl)cc2Cl)c1=O,i,38,0.4,1335,-7%,2.6,1.9,6.1,nt,nt,2.2,-9%,i,1,0.89,1507
CCOC(=O)C1=C(C)C2C3C(=O)N(c4cc(C)ccc4C)C(=O)C3C1(C)C1C(=O)N(c3cc(C)ccc3C)C(=O)C21 (stereo not given),i,44,-0.7,927,19%,6.7,2.0,6.8,-2,700,1,10%,i,4,nt,nt
Cc1ccc(C(=O)OCC(=O)Nc2sc3c(c2C#N)CCCCC3)cc1NC(=O)c1ccco1,i,10,-0.4,1377,8%,6.7,1.4,5.8,nt,nt,1.1,-1%,i,8,-0.41,1565
Cc1ccc(NC(=O)c2ccc(N3CCOCC3)c([N+](=O)[O-])c2)cc1S(=O)(=O)N1CCOCC1,i,25,-1.7,1061,9%,3.2,3.0,0.5,4,712,0.9,9%,i,22,-0.64,1386
CCNc1nc(-c2ccc(OC(F)F)cc2)c(C)s1,i,32,-0.3,1178,16%,1.7,0.9,6.3,-1,695,1,1%,i,12,0.12,1181
CCOc1c(OC(C)=O)ccc(/C=C/c2ccc3cccc(OC(C)=O)c3n2)c1[N+](=O)[O-],i,41,0.4,1403,-1%,1.3,1.4,5.7,nt,nt,1,18%,i,7,-0.16,1314
COc1ccc(C2=NN(C(=O)CSc3cn(C)c4ccccc34)C(c3ccc(OC)cc3)C2)cc1 (stereo not given),i,29,-5.0,1147,20%,4.3,5.9,11,-3,701,1,15%,nt,nt,0.65,2071
COc1ccc(CN2CNc3nc4ccccc4n3C2)cc1,i,22,nt,nt,4%,1.8,2.1,7.0,nt,nt,0.9,8%,i,4,-0.97,983
CCN(CCO)c1ncnc2c1sc1nc(C(C)C)c3c(c12)CC(C)(C)OC3,i,24,-2.5,863,-9%,2.4,2.5,16,nt,nt,1,-11%,i,-2,-0.53,1223
CCn1cc(C(=O)O)c(=O)c2cc(F)c(N3CCN(C(=S)NC(=O)c4ccccc4Cl)CC3)cc21,i,26,0.6,1282,nt,nt,nt,nt,-5,668,nt,nt,nt,nt,0.87,1033
O=C(NNc1cccc([N+](=O)[O-])c1)/C(=C\c1cccnc1)NC(=O)c1ccccc1,i,32,-0.9,1417,nt,nt,nt,nt,13,727,nt,nt,nt,nt,0.53,1074
COc1ccccc1-n1cnc2cc(C(=O)NCc3ccco3)ccc21,i,57,-0.6,1120,-2%,4.1,2.5,0.3,-3,685,1.1,-8%,i,-1,0.18,1104
CCC(=O)Nc1ccc(NC(=O)c2ccccc2)nc1,i,61,-3.7,1066,-4%,1.1,1.8,12,-3,663,1.1,-1%,i,19,0.59,1518
O=C(COC(=O)COc1ccccc1[N+](=O)[O-])Nc1ccccc1Br,i,53,-0.9,966,-2%,7.8,2.1,3.7,18,720,1,-6%,i,-3,-0.65,1272
CN(C)S(=O)(=O)c1ccc(C(=O)Nc2nnc(-c3cccs3)o2)cc1,i,47,-2.5,1097,-7%,2.9,1.2,0.7,12,746,1.2,-3%,i,5,0.07,1631
COc1ccc(C(=O)NNC(=S)NC(=O)/C=C/c2cccs2)cc1,i,50,0.0,1507,nt,4.3,2.9,5.0,-29,675,1.3,nt,i,8,-0.07,1169
Nc1c(-c2ccccc2)cnn1-c1ccc(C(=O)O)cc1,i,18,nt,nt,4%,1.6,1.5,2.4,4,695,1.1,-4%,i,-4,-0.08,813
CCCCC(=O)Nc1ccccc1C(C)C,i,11,1.1,972,0%,1.1,1.3,5.1,0,694,1.1,-1%,i,1,-0.12,1361
CN(C)CCCN1C(=O)c2cccc3c(Br)ccc(c23)C1=O,i,46,-0.5,1027,31%,2.7,1.2,7.9,-17,727,1.1,52%*,i,9,1.3,1168
O=C(Nc1ccc(O)c(-c2nc3ccccc3o2)c1)C1(c2ccc(Cl)cc2)CCCC1,i,39,-1.6,1121,-8%,5.0,2.2,4.6,-19,581,1.5,-21%,i,-5,0.56,1318

# Compound profiles, as listed above. Order of values: T cell HTS	T cell HTS vesicle-bound %	bCat nuc transl	bCat nuc transl cell count 5 µM	PMI inhibitors	MT stabilizer	MT stabilizer Hoechst-high %	MT stabilizer cytotoxicity %	Hep lipid drop	Hep lipid drop cells 6.5 µM	TNAP activation fold	human PMI inhibitors	Autophagy mod	Autophagy mod cell loss 18 h	Insulin prom up	Insulin prom up cell count
# `Cc1ccc(NC(=O)c2ccc(N3CCOCC3)c([N+](=O)[O-])c2)cc1S(=O)(=O)N1CCOCC1` is listed as i	25	-1.7	1061	9%	3.2	3.0	0.5	4	712	0.9	9%	i	22	-0.64	1386
# `CCn1cc(C(=O)O)c(=O)c2cc(F)c(N3CCN(C(=S)NC(=O)c4ccccc4Cl)CC3)cc21` is listed as i	26	0.6	1282	nt	nt	nt	nt	-5	668	nt	nt	nt	nt	0.87	1033
# `O=C(Nc1ccc(O)c(-c2nc3ccccc3o2)c1)C1(c2ccc(Cl)cc2)CCCC1` is listed as i	39	-1.6	1121	-8%	5.0	2.2	4.6	-19	581	1.5	-21%	i	-5	0.56	1318
# `CCNc1nc(-c2ccc(OC(F)F)cc2)c(C)s1` is listed as i	32	-0.3	1178	16%	1.7	0.9	6.3	-1	695	1	1%	i	12	0.12	1181

# Continuation:
SMILES,T cell HTS,T cell HTS vesicle-bound %,bCat nuc transl,bCat nuc transl cell count 5 µM,PMI inhibitors,MT stabilizer,MT stabilizer Hoechst-high %,MT stabilizer cytotoxicity %,Hep lipid drop,Hep lipid drop cells 6.5 µM,TNAP activation fold,human PMI inhibitors,Autophagy mod,Autophagy mod cell loss 18 h,Insulin prom up,Insulin prom up cell count
O=C(Nc1cc([N+](=O)[O-])ccc1F)C1CC1,i,51,2.9,544,2%,2.6,2.9,0.3,-2,595,1,5%,i,2,0.93,1296
COc1ccc(/C=C/C(=O)N2CCC(C(N)=O)CC2)cc1S(=O)(=O)N1CCOCC1,i,37,-2.8,1034,-19%,4.6,0.9,17,-9,719,1.1,-12%,i,8,0.41,1206
O=C(CCC(=O)N1CCN(c2ccc(O)cc2)CC1)c1cccs1,i,16,0.9,1291,nt,nt,nt,nt,-1,798,nt,nt,nt,nt,-0.6,966
O=C1c2ccccc2C(Nc2ccc3c(c2)OCCO3)N1c1ccc(Cl)cn1 (stereo not given),i,66,nt,nt,11%,3.8,1.1,3.9,nt,nt,1.1,9%,i,2,0,949
CC1CCCCN1Cc1c(O)ccc2c(=O)c(-c3nc4ccccc4s3)c(N)oc12 (stereo not given),i,18,3.5,846,58%*,4.0,3.1,2.7,-5,420,1.6,-5%,i,23,-0.91,1098
Cc1nc(NC(=O)c2ccccc2)nc2cc3c(cc12)OCO3,i,57,4.0,1069,-1%,5.3,2.6,2.8,-6,590,1.1,6%,i,2,0.71,1396
Cc1cc2c(c(=O)n1Cc1cccnc1)C(c1cccs1)C(C#N)=C(N)O2 (stereo not given),i,39,nt,nt,13%,1.2,1.6,17,-45,751,1.1,7%,i,-23,0.01,970
COc1ccc(C(=O)Nc2cccc(C(=O)NCc3ccco3)c2)cc1,i,35,0.2,979,1%,2.1,1.8,8.0,-4,712,1.2,4%,i,8,nt,nt
CN1CCN(Cc2cc(=O)oc3cc4c(cc23)CCC4)CC1,i,21,1.2,1133,13%,5.8,2.4,12,nt,nt,1.1,14%,i,21,0.55,857
O=C(CC1CCCCC1)c1c(O)c2ccccc2oc1=O,i,51,nt,nt,8%,2.6,2.4,6.2,-2,680,1.1,3%,i,-3,nt,nt
O=C1c2ccccc2C(=O)N1OCc1c(F)cccc1Cl,i,38,0.1,1477,-10%,2.0,1.7,7.9,3,651,1,-7%,i,6,1.3,1525
COc1ccc([N+](=O)[O-])cc1NC(=O)CCN1CCN(c2ccccc2)CC1,i,59,nt,nt,5%,2.8,3.0,7.5,-13,785,1,11%,i,3,0.94,1290
COc1ccc(Cl)cc1NC(=S)NCCC(c1ccccc1)c1ccccc1,i,58,-0.4,1171,11%,2.8,3.0,10,-44,659,1.8,5%,i,10,-0.24,1480
O=C(NC1CCN(Cc2ccccc2)CC1)c1ccc(N2CC3CC(C2)c2cccc(=O)n2C3)c([N+](=O)[O-])c1 (stereo not given),i,28,-0.2,1088,34%,3.5,1.9,4.4,20,723,1.1,49%,i,4,-0.97,1186
COC(=O)C1CCN(C(=O)N2CCOCC2)CC1,i,18,1.2,1122,-5%,4.2,2.2,2.8,8,766,1,-3%,i,16,0.79,884
O=C(CSc1nnnn1C1CCCC1)Nc1ccc2c(c1)OCCO2,i,35,-5.8,962,0%,3.4,1.8,0.3,nt,nt,1.1,-2%,i,3,0.02,1270
COC(=O)c1cc(OC)c(OC)cc1NC(=O)c1ccccc1C,i,64,-3.0,1047,11%,5.7,1.2,7.6,8,676,1.2,9%,i,8,-1.9,1654
